High-throughput results as filed in PubChem.
SNCA viab count – counter-screen for SNCA expression inhibitors: cell viability. actives 0.12% (n = 150,000). HEK-293-SNCA-luc viability, GF-AFC fluorescence, 24 h. Potency, µM (top dose mostly 57.1 µM), without a hit: top-dose activity change, negative = cytotoxicity, usual class: cytotoxic. AID 1671193;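 note: potency is the fitted concentration of half-maximal effect; 0% = DMSO-treated cells and -100% = medium-only wells without cells; nearly all actives have a fitted effect of over 30% in size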
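HEK-293-SNCA-luc cells (1500/well) plated 24 h, then exposed 24 h to a dilution series; GF-AFC added 30 min at 37C, fluorescence 405/540 nm; normalised to medium-only and DMSO wells, Hill fit.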
GPT2 inhibitor – blocks human glutamate pyruvate transaminase 2. actives 0.25% (n = 100,000). Potency, µM (highest dose often 57.7 µM), inactives show top-dose activity change, negative = inhibition, usual class: inhibitors. Recombinant GPT2, coupled pyruvate oxidase/HRP Amplex Red fluorescence. AID 1671188; note: potency is the fitted concentration of half-maximal effect; nearly all actives have a fitted effect of over 60% in size; many of its hits are not listed in these tables
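Inhibition is scored from Amplex Red fluorescence generated when pyruvate oxidase and HRP act on pyruvate released by GPT2. Reactions contain 10ng/uL enzyme, 250uM a-KG and 2mM L-alanine and run 30 min at room temperature.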
NIH3T3 tox – cytotoxic compounds in NIH 3T3 cells; NIH 3T3 viability, CellTiter-Glo ATP luminescence, 48-72 h; Potency, µM (series often up to 96.7 µM), inactives show at the highest dose activity change, negative = cytotoxicity, most hits filed as inhibitors; actives 4.3% (n = 94,000); AID 1345082; note: potency is the fitted concentration of half-maximal effect; nearly all actives have a fitted effect of over 55% in size
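Mouse fibroblast NIH 3T3 cells, 400 per well, received compound via pintool and were incubated for 48 or 72 hr prior to CellTiter-Glo ATP luminescence measurement.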
IP6K1 inh – IP6K1 kinase inhibition; activity change, % (series mostly up to about 58 µM); actives 0.81% (n = 140,000); Q92551; IP6K1 kinase, ADP-Glo luminescence, 2 h; active compounds read low; in the data active = activity change below about -25%
Target sequence (Q92551 whole entry, looked up): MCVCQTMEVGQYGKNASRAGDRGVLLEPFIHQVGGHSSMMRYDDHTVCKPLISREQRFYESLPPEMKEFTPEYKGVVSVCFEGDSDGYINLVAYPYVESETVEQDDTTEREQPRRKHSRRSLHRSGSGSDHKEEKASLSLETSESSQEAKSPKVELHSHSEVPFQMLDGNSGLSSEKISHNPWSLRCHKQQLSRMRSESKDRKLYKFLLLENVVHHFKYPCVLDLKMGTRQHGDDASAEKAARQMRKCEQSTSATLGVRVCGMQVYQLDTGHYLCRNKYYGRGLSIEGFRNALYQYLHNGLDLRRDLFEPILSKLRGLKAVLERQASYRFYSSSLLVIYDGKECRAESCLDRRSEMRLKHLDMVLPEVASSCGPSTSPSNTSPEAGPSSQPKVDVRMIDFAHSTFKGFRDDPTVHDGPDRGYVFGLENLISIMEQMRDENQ
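ADP-Glo luminescence measures ADP made by human IP6K1 during a 2 h RT reaction with ATP/IP6 (mix at 1.3 mM/130 uM); top library doses 57.5 and 19.1 uM final.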
SNCA expr inhib – reduces expression of the alpha-synuclein gene; HEK-293 SNCA-luciferase knock-in, luminescence, 24 h; Potency, µM (titrated, usually from 57.2 µM), for inactives: at the top dose activity change, negative = inhibition, actives largely listed as inhibitors; actives 0.17% (n = 140,000); AID 1671194;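 note: potency is the fitted concentration of half-maximal effect; plate controls were DMSO cells for no effect and cell-free wells for full effect; nearly all actives have a fitted effect of over 45% in size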
Luciferase inh – inhibitors of firefly (Photinus pyralis) luciferase; P08659; purified P. pyralis luciferase, luminescence, biochemical; Potency, µM (series often up to 115 µM), for the others: top-dose activity change, negative = inhibition, actives largely listed as inhibitors; actives 2.5% (n = 76,000); AID 1347043; note: potency is the fitted concentration of half-maximal effect; nearly all actives have a fitted effect of over 65% in size
Target sequence (P08659 whole entry, looked up): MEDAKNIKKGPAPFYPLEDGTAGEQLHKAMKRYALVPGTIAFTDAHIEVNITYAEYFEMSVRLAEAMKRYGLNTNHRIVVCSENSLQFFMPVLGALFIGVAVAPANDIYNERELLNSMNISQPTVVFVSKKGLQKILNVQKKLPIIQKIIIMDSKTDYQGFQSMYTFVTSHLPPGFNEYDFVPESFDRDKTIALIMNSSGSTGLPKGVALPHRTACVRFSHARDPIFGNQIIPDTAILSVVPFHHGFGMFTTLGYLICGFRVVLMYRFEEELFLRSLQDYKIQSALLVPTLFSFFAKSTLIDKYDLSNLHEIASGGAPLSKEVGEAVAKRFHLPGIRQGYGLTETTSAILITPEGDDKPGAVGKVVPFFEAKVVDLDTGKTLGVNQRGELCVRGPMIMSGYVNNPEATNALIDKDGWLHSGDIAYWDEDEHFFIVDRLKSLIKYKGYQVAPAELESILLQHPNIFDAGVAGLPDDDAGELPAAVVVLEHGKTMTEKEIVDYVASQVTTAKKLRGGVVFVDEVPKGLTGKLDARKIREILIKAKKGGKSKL
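Inhibitors were tested against purified firefly luciferase in a biochemical, low-substrate format (both substrates at 10uM) and luminescence measured with a CCD imager.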
HEK cytotox – cytotoxic compounds in HEK 293 cells. HEK 293 viability, ATP luminescence (CellTiter-Glo), 48-72 h. Potency, µM (top dose mostly 115 µM), without a hit: top-dose activity change, negative = cytotoxicity, actives largely listed as inhibitors. actives 6.6% (n = 94,000); note: potency is the fitted concentration of half-maximal effect; nearly all actives have a fitted effect of over 60% in size
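Luminescence from cellular ATP, measured with CellTiter-Glo, indicates HEK 293 viability. Cells plated at 250 cells/well are treated with compound for 48 or 72 hr at 37 degree Celsius before reagent addition.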
Active calls of the source: *; [ ] = remark or other dose. Unless noted, calls come from the whole dose curve; as a rule, active = well fitted curve in the direction sought with a large enough effect; inconclusive = small, poorly fitted or top-dose-only effect, or another doubt; inactive = no such curve, though single readings can be large; an effect the other way counts as inactive or inconclusive. Unless noted, % is set by controls: 0 for no effect and ±100 for the full control effect. These rows are one share of the data; the hit share may differ from the screen's.

Results for COC(=O)c1ccc2nc(C[C@@H]3C[C@@H](C(C)C)[C@H](CNC4CCOCC4)C=C3C)[nH]c2c1 ?
SNCA viab count: -0.8%; GPT2 inhibitor: -7.7%; NIH3T3 tox: inconclusive; IP6K1 inh: 11.3; SNCA expr inhib: 3.0%; Luciferase inh: 4.5%; HEK cytotox: inconclusive

How did O=C(NCc1cccnc1)[C@H]1C[C@@H](O)[C@H](O)[C@@H]2N=C(Nc3ccc(Cl)cc3)S[C@@H]21 do in these assays?
SNCA viab count: -4.8%[87.6 µM]; GPT2 inhibitor: 2.7%[88.5 µM]; NIH3T3 tox: 2.7%[174 µM]; IP6K1 inh: -9.5; SNCA expr inhib: 11.0%[87.6 µM]; Luciferase inh: inconclusive; HEK cytotox: inactive

Results for Cc1ccc(-c2ccc3nnc(CNC(=O)CCC4CCCC4)n3n2)cc1 ?
SNCA viab count: -3.6%; GPT2 inhibitor: 0.3%; NIH3T3 tox: -4.2%; IP6K1 inh: 10.7; SNCA expr inhib: 25.2%; Luciferase inh: 1.3%; HEK cytotox: -18.2%

What do the screens show for `CCn1cc2nc(SCc3cccc(C(F)(F)F)c3)n(Cc3ccc(C)cc3)c(=O)c2n1`?
SNCA viab count: -3.1%; IP6K1 inh: 9.5; SNCA expr inhib: 6.5%

Results for Cc1ccc(CNC(=O)c2ccc(N3Cc4ccccc4Oc4ncccc43)s2)cc1 ?
SNCA viab count: -4.6%; IP6K1 inh: -15.3; SNCA expr inhib: -11.9%

How did COc1ccc(NC(=O)CSC2=Nc3ccccc3C3=NC(CCC(=O)NC4CCCCC4)C(=O)N23)cc1 (stereo not drawn) do in these assays?
SNCA viab count: -0.4%; IP6K1 inh: -4.8; SNCA expr inhib: inconclusive

Results for Cc1noc([C@H]2CCN(C(=O)c3ccnn3C)C[C@H]2NC(=O)C2CC2)n1 ?
SNCA viab count: -16.2%; GPT2 inhibitor: inactive; NIH3T3 tox: -10.8%; IP6K1 inh: 18.4; SNCA expr inhib: inconclusive; Luciferase inh: -1.9%; HEK cytotox: 7.6%

How did O=C(COc1ccc(F)cc1)N1CCC(N2CC3CC(C2)[C@H]2CCCC(=O)N2C3)CC1 (stereo partly drawn) do in these assays?
SNCA viab count: -4.5%; GPT2 inhibitor: inactive; NIH3T3 tox: inactive; IP6K1 inh: 13.3; SNCA expr inhib: -8.2%; Luciferase inh: -6.1%; HEK cytotox: -4.8%

Results for CCOc1ccc(CNCc2c(C(=O)O)c(C)n(Cc3c(F)cccc3Cl)c2C)cc1OC ?
SNCA viab count: -16.4%; IP6K1 inh: -3.2; SNCA expr inhib: -22.6%

How did COc1cccc(C(O)c2nc(C(=O)Nc3ccc(OC)c(OC)c3)c(C)o2)c1 (stereo not drawn) do in these assays?
SNCA viab count: 2.3%[87.6 µM]; GPT2 inhibitor: inactive; NIH3T3 tox: -23.8%[138 µM]; IP6K1 inh: -12.6; SNCA expr inhib: 2.1%[87.6 µM]; Luciferase inh: 25.1µM*; HEK cytotox: inconclusive

What do the screens show for `COc1ccc(C2(C(=O)NCc3ccccc3F)CCOCC2)cc1`?
NIH3T3 tox: -8.9%; IP6K1 inh: 10.4; HEK cytotox: -3.4%

Results for CC(=O)N1CCCC(c2[nH]ccc2C(=O)N2CCN(c3ncccn3)CC2)C1 (stereo not drawn) ?
SNCA viab count: -1.3%[12.5 µM]; GPT2 inhibitor: 4.2%; NIH3T3 tox: -8.3%; IP6K1 inh: 9.4; SNCA expr inhib: -26.5%; Luciferase inh: -2.1%; HEK cytotox: inactive

Results for CN(C)C[C@@H]1CN(S(C)(=O)=O)C[C@H]1NC(=O)c1ccnn1C ?
SNCA viab count: 6.6%; GPT2 inhibitor: inactive; NIH3T3 tox: 2.3%; IP6K1 inh: 23.9; SNCA expr inhib: 23.1%; Luciferase inh: -19.1%; HEK cytotox: 1.7%

How did O=C(CC1CCCC1)N1C[C@@H](CO)[C@@H]2Oc3ccc(Cl)cc3[C@@H]21 do in these assays?
NIH3T3 tox: inconclusive; IP6K1 inh: 23.8; HEK cytotox: inconclusive

Results for COc1ccc(C(=O)N2CC(Oc3ccccc3-c3nc(-c4ccccc4)no3)C2)cc1 ?
SNCA viab count: inconclusive; GPT2 inhibitor: -16.8%; NIH3T3 tox: 31.6µM*; IP6K1 inh: 17.0; SNCA expr inhib: -31.0%; Luciferase inh: inconclusive; HEK cytotox: 28.2µM*

Results for CCn1c(=O)cc(OCC(=O)NCc2ccccc2OC)c2ccccc21 ?
SNCA viab count: -8.3%; IP6K1 inh: 14.3; SNCA expr inhib: -0.2%

Results for COC1C(=O)CCC2(CO2)C1(O)C1(C)OC1CC=C(C)C (stereo not drawn) ?
SNCA viab count: inconclusive; GPT2 inhibitor: inconclusive; IP6K1 inh: -17.0

How did O=C(CCC(=O)N1Cc2ccccc2Oc2ncccc21)NCc1cccc(Cl)c1 do in these assays?
SNCA viab count: -7.1%; IP6K1 inh: 9.7; SNCA expr inhib: -4.2%

Results for COc1cccc(-c2ncnn2-c2sc3c(c2C#N)CCCCC3)c1OC ?
SNCA viab count: -4.8%; IP6K1 inh: -19.3; SNCA expr inhib: inconclusive

Results for C[C@@H]1CC[C@H]2C(C)(C)[C@H](O)[C@H](O)C[C@]2(C)[C@@]12Cc1c(O)cc3c(c1O2)CNC3=O ?
SNCA viab count: -5.5%; GPT2 inhibitor: inactive; IP6K1 inh: 0.1

How did CN(Cc1nccn1C)Cc1c(C(=O)N2CCCCC2)nc2sccn12 do in these assays?
SNCA viab count: -6.6%; GPT2 inhibitor: 0.5%; NIH3T3 tox: -9.4%; IP6K1 inh: 3.7; SNCA expr inhib: 2.4%; Luciferase inh: 4.4%; HEK cytotox: -2.1%

What do the screens show for `C=C[C@H]1[C@H](O[C@@H]2O[C@H](CO)[C@@H](O)[C@H](O)[C@H]2O)OC=C(C(=O)OC)[C@H]1CCOC(=O)c1cc(O)c(O)c(O)c1`?
SNCA viab count: -4.4%[23.9 µM]; GPT2 inhibitor: inconclusive; IP6K1 inh: -11.0

Results for COC(=O)C1=C(C)NC(C)=C(C(=O)OC)C1c1cccc(NC(=O)NCCCN2CCC(c3cccc(OC)c3)CC2)c1 ?
SNCA viab count: inconclusive; GPT2 inhibitor: -6.6%; IP6K1 inh: 15.3

How did Cc1ccc2[nH]c(CN3CCNCC(C(=O)O)C3)nc2c1C (stereo not drawn) do in these assays?
SNCA viab count: 6.0%; GPT2 inhibitor: -6.8%; NIH3T3 tox: -0.6%; IP6K1 inh: 3.6; SNCA expr inhib: 10.5%; Luciferase inh: 5.3%; HEK cytotox: -7.2%

How did Cn1ncc2c(C(=O)NC3CCC3)cc(-c3cccc(C(F)(F)F)c3)nc21 do in these assays?
NIH3T3 tox: -4.0%; IP6K1 inh: -14.1; HEK cytotox: 3.0%

Results for O=C(NOCC(O)CO)c1ccc(F)c(F)c1Nc1ccc(I)cc1F (stereo not drawn) ?
SNCA viab count: -2.0%; GPT2 inhibitor: inactive; IP6K1 inh: -4.7

How did CCOC(=O)c1cc(-c2ccc(OC)cc2)n(CCC(=O)Nc2ccc(OC)cc2OC)c1C do in these assays?
SNCA viab count: -21.5%; IP6K1 inh: -5.2; SNCA expr inhib: inconclusive

How did COCC(=O)NC[C@H]1O[C@H](Cc2cc(-c3ccc(F)cc3)on2)CC[C@@H]1O do in these assays?
SNCA viab count: 6.5%[87.6 µM]; GPT2 inhibitor: inactive; NIH3T3 tox: -23.3%[174 µM]; IP6K1 inh: -10.0; SNCA expr inhib: 29.6%[87.6 µM]; Luciferase inh: -7.8%[172 µM]; HEK cytotox: -5.7%[172 µM]

Results for Cc1cc(C)cc(N2CCC(NC(=O)c3ccc4[nH]ccc4c3)C2=O)c1 (stereo not drawn) ?
SNCA viab count: 2.4%; GPT2 inhibitor: inactive; NIH3T3 tox: inconclusive; IP6K1 inh: -7.3; SNCA expr inhib: -22.5%; Luciferase inh: -11.7%; HEK cytotox: inconclusive

Results for Cn1nccc1CCC(=O)N1CCN(C(=O)C2CCC2)[C@@H]2CS(=O)(=O)C[C@@H]21 ?
SNCA viab count: -0.8%; GPT2 inhibitor: 0.4%; NIH3T3 tox: inactive; IP6K1 inh: -11.2; SNCA expr inhib: 1.6%; Luciferase inh: 0.0%; HEK cytotox: 1.9%

What do the screens show for `O=C([C@H]1CCC[C@H](O)C1)N1CCN(c2ccnc3nncn23)CC1`?
SNCA viab count: 2.7%; GPT2 inhibitor: -27.4%; NIH3T3 tox: 3.3%; IP6K1 inh: 7.4; SNCA expr inhib: -6.5%; Luciferase inh: 0.0%; HEK cytotox: -2.5%

Results for COc1ccccc1-n1cnc2cccnc21 ?
SNCA viab count: -5.8%[87.6 µM]; GPT2 inhibitor: inactive; NIH3T3 tox: inconclusive; IP6K1 inh: 4.0; SNCA expr inhib: 13.1%[87.6 µM]; Luciferase inh: 2.9%[230 µM]; HEK cytotox: inconclusive

What do the screens show for `COc1ccccc1CN1CCCC(CN(CCN(C)C)C(=O)c2ccccc2OC)C1` (stereo not drawn)?
SNCA viab count: -14.6%; GPT2 inhibitor: 4.6%; NIH3T3 tox: -26.2%; IP6K1 inh: 1.9; SNCA expr inhib: -4.7%; Luciferase inh: 6.3%; HEK cytotox: -31.3%

Results for COc1cccc(CNC(=O)CNS(=O)(=O)c2ccc3nc(C)sc3c2)c1 ?
SNCA viab count: -4.1%; IP6K1 inh: 8.3; SNCA expr inhib: 26.8%

Results for Cc1ccc(NC(=O)CN2CCN(S(=O)(=O)c3ccc(C(C)C)cc3)CC2)cc1F ?
SNCA viab count: -5.8%; IP6K1 inh: 7.4; SNCA expr inhib: inconclusive

What do the screens show for `Cc1ccc(NC(=O)Cn2c(C)cc3nc4n(c(=O)c32)CCCCC4)c(C)c1`?
SNCA viab count: -1.8%; GPT2 inhibitor: inactive; NIH3T3 tox: -5.7%; IP6K1 inh: -1.8; SNCA expr inhib: inconclusive; Luciferase inh: -0.5%; HEK cytotox: -6.3%

Results for O=C(CN1C(=O)NC2(CCOCC2)C1=O)Nc1ccc(F)cc1 ?
SNCA viab count: -0.7%; GPT2 inhibitor: inactive; NIH3T3 tox: 3.5%; IP6K1 inh: 4.9; SNCA expr inhib: 3.4%; Luciferase inh: -7.2%; HEK cytotox: -1.1%

How did Cc1nn(C)c2nc(NCCCC3CCOC3)sc12 (stereo not drawn) do in these assays?
SNCA viab count: -3.3%; GPT2 inhibitor: inactive; NIH3T3 tox: -29.3%; IP6K1 inh: -10.2; SNCA expr inhib: 2.6%; Luciferase inh: -7.0%; HEK cytotox: -11.8%

Compounds above with a COOH group, in the order listed:
Results for CCOc1ccc(CNCc2c(C(=O)O)c(C)n(Cc3c(F)cccc3Cl)c2C)cc1OC ?
SNCA viab count: -16.4%; IP6K1 inh: -3.2; SNCA expr inhib: -22.6%

How did Cc1ccc2[nH]c(CN3CCNCC(C(=O)O)C3)nc2c1C (stereo not drawn) do in these assays?
SNCA viab count: 6.0%; GPT2 inhibitor: -6.8%; NIH3T3 tox: -0.6%; IP6K1 inh: 3.6; SNCA expr inhib: 10.5%; Luciferase inh: 5.3%; HEK cytotox: -7.2%
